# Tau fluor counter: counter-screen for tau fibril formation inhibitors | 280,000 compounds, 0.93% hits | tau K18 P301L Alexa594 fluorescence, heparin fibrillization | Potency, µM (top dose mostly 57.7 µM), inactives show at the highest dose activity change, negative = decrease; further: on the % scale 0 is the no-effect control and ±100 the full control effect; nearly all actives have a fitted effect of over 55% in size
#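 Human tau K18 P301L (15 uM unlabeled, 0.24 uM Alexa 594-labeled) in 100 mM sodium acetate pH 7 with 20 uM heparin, 6 hr at 37 C. ThT 30 uM added, 1 hr ambient; Alexa 594 FP and total fluorescence read at 555/632 nm.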
# Tau FP inhib: blocks human tau fibril formation measured by polarization; P10636; K18 P301L tau heparin fibrillization, Alexa594 FP, 6 h; Potency, µM (highest dose often 57.7 µM), inactives show top-dose activity, negative = inhibition, hits mostly inhibitors; 280,000 compounds, 0.39% hits; AID 1468; further: on the % scale 0 is the no-effect control and ±100 the full control effect; nearly all actives have a fitted effect of over 55% in size
# Target sequence (P10636 561-689 P618L limits assumed): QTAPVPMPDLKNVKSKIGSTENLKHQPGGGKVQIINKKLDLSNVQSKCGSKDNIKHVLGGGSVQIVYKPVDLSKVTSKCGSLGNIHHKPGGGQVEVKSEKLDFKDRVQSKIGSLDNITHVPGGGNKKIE
#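 FP of Alexa 594-tau after heparin (20 uM) induction. Substrate: human K18 P301L, 15 uM unlabeled, 0.24 uM labeled. Buffer 100 mM sodium acetate pH 7. 6 hr, 37 C.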
# HTT ATP protect: protects HTT-Q103 PC12 cells, measured by ATP. PC12 HTT-Q103 induced, cytoprotection, ATP luminescence, 40 h. Potency, µM (titrated, usually from 56.4 µM), for inactives: cytoprotection (ATP increase), actives largely listed as activators. 230,000 compounds, 0.14% hits;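 further: % of control where 0% means no effect; nearly all actives have a fitted effect of over 45% in size; toxic huntingtin expression switched on by the ecdysone agonist tebufenozide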
#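 Huntington model: PC12 line, ecdysone-inducible HTTQ103 exon1–GFP, tebufenozide 100 nM. Test articles in a dose series. Endpoint luminescence from cellular ATP.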
# RECQ1 inh: blocks DNA unwinding by human RECQ1; Potency, µM (series often up to 57.3 µM), for inactives: at the top dose activity, negative = inhibition, actives largely listed as inhibitors; P46063; RECQ1 DNA unwinding, red fluorescence kinetic read; 240,000 compounds, 0.54% hits;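 further: plate controls were vehicle for no effect and no enzyme for full effect; nearly all actives have a fitted effect of over 30% in size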
# Target sequence (P46063 whole entry, looked up): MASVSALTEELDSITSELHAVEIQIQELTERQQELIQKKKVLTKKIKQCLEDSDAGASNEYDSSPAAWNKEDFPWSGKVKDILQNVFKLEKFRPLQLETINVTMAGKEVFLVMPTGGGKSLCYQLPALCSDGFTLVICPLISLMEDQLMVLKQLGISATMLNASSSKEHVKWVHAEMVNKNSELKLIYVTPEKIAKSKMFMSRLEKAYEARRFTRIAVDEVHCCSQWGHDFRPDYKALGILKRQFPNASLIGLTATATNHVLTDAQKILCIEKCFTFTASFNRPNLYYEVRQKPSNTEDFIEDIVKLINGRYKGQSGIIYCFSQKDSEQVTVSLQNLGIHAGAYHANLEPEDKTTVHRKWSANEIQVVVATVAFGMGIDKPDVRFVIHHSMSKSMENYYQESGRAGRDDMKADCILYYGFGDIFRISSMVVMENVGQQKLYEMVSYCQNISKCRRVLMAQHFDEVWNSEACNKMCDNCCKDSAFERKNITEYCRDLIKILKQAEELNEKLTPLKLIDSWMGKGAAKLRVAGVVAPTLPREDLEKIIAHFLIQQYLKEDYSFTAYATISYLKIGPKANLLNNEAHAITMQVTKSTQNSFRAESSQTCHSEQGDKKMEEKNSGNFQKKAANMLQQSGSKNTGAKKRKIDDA
#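 RECQ1T1 50 nM; forked duplex (20 bp + 30-nt ss tails) 200 nM, ATP 2 mM final; pH 8.0, 2 mM MgCl2, 2.5 ug/ml poly(dI-dC); 15 min compound preincubation; discontinuous kinetic read over 2 h at RT.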
# L3MBTL1 block: inhibitors of human L3MBTL1. Q9Y468. AlphaScreen L3MBTL1–H3K9me1 peptide binding. Potency, µM (highest dose often 57.1 µM), for the others: at the highest dose activity, negative = inhibition, usual class: inhibitors. 230,000 compounds, 0.66% hits. AID 485360; further: on the % scale 0 is the no-effect control and ±100 the full control effect; nearly all actives have a fitted effect of over 60% in size
#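 Displacement of a biotinylated histone H3(1-15) peptide monomethylated at Lys9 (75 nM) from L3MBTL1 (50 nM) was measured by AlphaScreen after a 30 min room-temperature compound incubation; cefsulodin titration served as intraplate control.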
# Tau fibril ThT: tau fibrillization inhibition (ThT binding) | P10636 | recombinant tau K18 P301L, heparin-induced fibrillization, ThT fluorescence | Potency, µM (top dose mostly 57.4 µM), for the others: at the highest dose activity, negative = inhibition, actives largely listed as inhibitors | 270,000 compounds, 2.1% hits; further: on the % scale 0 is the no-effect control and ±100 the full control effect; nearly all actives have a fitted effect of over 55% in size
#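 ThT emission at 510 nm, taken 1 hr after adding 30 uM dye, quantifies aggregates formed when 20 uM heparin acts on human tau K18 P301L for 6 hr at 37 C.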
# TexasRed fluor: alters Texas Red total fluorescence, flagging assay interference; TRb/SRC2 Texas Red total fluorescence interference; Potency, µM (highest dose often 106 µM), inactives show at the top dose fluorescence change, negative = quenching; 280,000 compounds, 0.29% hits; AID 1479; active means well fitted curve in either direction with a large enough effect; inconclusive means small, poorly fitted or top-dose-only effect; further: on the % scale 0 is the no-effect control and ±100 the full control effect
#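 Flags fluorescent or light-absorbing compounds by total fluorescence, S + 2P, at 555 nm excitation and 632 nm emission. Mixture: 20 nM Texas Red SRC2 peptide, 0.6 uM human TRb LBD, 1 uM T3, 5% DMSO; compound exposure 5 h at ambient temperature.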
# TRb-SRC2 inh: disrupts binding of human TR beta to SRC2; TRbeta-SRC2 peptide binding, fluorescence polarization; receptor liganded with 1 µM T3; Potency, µM (top dose mostly 106 µM), for the others: top-dose activity change, negative = inhibition, usual class: inhibitors; 280,000 compounds, 0.065% hits;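 further: plate controls were bound peptide for no effect and peptide without receptor for full effect; nearly all actives have a fitted effect of over 50% in size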
#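 Quantitative HTS by FP: 0.6 uM TRb LBD, 20 nM labeled SRC2 20-mer, 1 uM T3, 5% DMSO; 5 hr ambient incubation; % activity per concentration and potencies from concentration series.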
# An asterisk follows results filed as active; i = inactive; u = inconclusive; x = no result given; [ ] = remark or other dose. Unless noted, the call rests on the fitted dose curve; in most records, active means well fitted curve in the direction sought with a large enough effect; inconclusive means small, poorly fitted or top-dose-only effect, or another doubt; inactive means no such curve, though single readings can be large; an effect the other way counts as inactive or inconclusive. Potency means the concentration at half of the fitted maximal effect. An excerpt, so the mix of outcomes need not match the whole.
SMILES,Tau fluor counter,Tau FP inhib,HTT ATP protect,RECQ1 inh,L3MBTL1 block,Tau fibril ThT,TexasRed fluor,TRb-SRC2 inh
CN(c1ccc(C(=O)Nc2ccc3c(c2)OCO3)cc1)S(C)(=O)=O,1%,12%,-11%[10 µM],-9%,x,x,0%,4%
O=C(CN(CC1CCCO1)C(=O)CCC(=O)Nc1nccs1)NCc1ccc2c(c1)OCO2 (stereo unspecified),2%,-12%,-27%[10 µM],-1%,x,-4%,2%,0%
CCOC(=O)c1ccc(NC(=O)Nc2ccc3snnc3c2)cc1,-25%,11µM*,x,x,x,4%,-5%,5%
COc1ccc(S(=O)(=O)N2CCC(C(=O)Nc3ccccc3)CC2)cc1OC,-4%,-15%,x,x,x,3%,-1%,1%
O=C(CC(c1cccs1)N1Cc2ccccc2C1=O)Nc1ccccc1F (stereo unspecified),-6%,-1%,x,x,x,3%,-2%,-4%
O=[N+]([O-])c1cc(Br)cc(C=Nc2ccc3c(c2)OCO3)c1O,u,u,-21%[10 µM],u,-10%,u,-4%,1%
N#CC1(c2ccccc2)CCC(=NO)CC1 (stereo unspecified),-4%,-11%,-4%,4%,x,0%,4%,1%
Nc1ncnc2nc(SCC(=O)N3CCN(c4ccccc4)CC3)[nH]c12,-2%,4%,-23%,-9%,-9%,-14%,-1%,-1%
CCN(C(=O)Cn1c(=O)n(-c2cc(OC)c(OC)c(OC)c2)c(=O)c2ccccc21)c1cccc(C)c1,-13%,-12%,-29%,u,x,-11%,-2%,5%
Cc1cc(=O)[nH]c(N2CCc3ccccc3C2)n1,-4%,-1%,-10%,5%,x,-14%,0%,-7%
CCOC(=O)CC(=O)NC(CC(=O)OC)c1ccc(Br)cc1 (stereo unspecified),5%,-5%,-5%[10 µM],-1%,u,2%,-3%,-3%
CSc1cccc(NC(=O)CN(C)S(=O)(=O)c2ccc3c(c2)n(C)c(=O)c(=O)n3C)c1,-6%,-5%,x,x,x,-7%,1%,-9%
CCOC(=O)c1c(C)oc2nc(C)nc(NCCc3ccc(OC)c(OC)c3)c12,-12%,-1%,x,x,x,-4%,-1%,0%
COc1ccc(OC)c(NC(=O)c2cccc(C)c2[N+](=O)[O-])c1,-5%,-2%,7%[10 µM],-5%,6%,-5%,-2%,1%
CC(=O)c1ccc(N2CCN(CC(O)COCc3ccco3)CC2)cc1 (stereo unspecified),2%,2%,-19%,i,-4%[11.4 µM],u,-4%,3%
CCc1nnc(NC(=O)CSc2nnc(Cc3ccccc3)n2Cc2ccccc2)s1,4%,0%,-15%,-7%,2%,-12%,-3%,-4%
N=C1C(c2ccccc2)=C(O)CN1c1cccc(S(=O)(=O)Nc2cccc(C(F)(F)F)c2)c1,-7%,7%,-13%[10 µM],u,-6%,-1%,2%,0%
COc1cccc(CNC(=O)CCC2CCCN(C(=O)c3cscn3)C2)c1 (stereo unspecified),4%,-4%,27%[10 µM],10%,-5%,-4%,-1%,-3%
COC(=O)/C(Cc1cc(Br)c(OC)c(Br)c1O)=N/O,-6%,-2%,57%,i,x,-3%,-1%,4%
CCOC(=O)c1cnc2c(c(C)nn2CC)c1NCCN1CCOCC1,0%,2%,0%,i,2%,-4%,-3%,0%

# Entries from the list above containing fluorine:
SMILES,Tau fluor counter,Tau FP inhib,HTT ATP protect,RECQ1 inh,L3MBTL1 block,Tau fibril ThT,TexasRed fluor,TRb-SRC2 inh
O=C(CC(c1cccs1)N1Cc2ccccc2C1=O)Nc1ccccc1F (stereo unspecified),-6%,-1%,x,x,x,3%,-2%,-4%
N=C1C(c2ccccc2)=C(O)CN1c1cccc(S(=O)(=O)Nc2cccc(C(F)(F)F)c2)c1,-7%,7%,-13%[10 µM],u,-6%,-1%,2%,0%

# Next part:
SMILES,Tau fluor counter,Tau FP inhib,HTT ATP protect,RECQ1 inh,L3MBTL1 block,Tau fibril ThT,TexasRed fluor,TRb-SRC2 inh
Nc1[nH]c(N=NC(=O)c2ccccc2)c2ccccc12,2%,-2%,-28%[10 µM],5%,11%,2%,0%,0%
C=C(C)C1Cc2c(C)nn(-c3nc(C)cc(C)n3)c2C1 (stereo unspecified),-7%,-4%,-51%[inhibitor],-3%,-3%,-15%,1%,-13%
COc1cc2c(cc1OC)C(CC#N)=NC(C)(C)C2,-10%,2%,-12%[10 µM],-1%,x,-14%,0%,-1%
CCOc1ccc(N(C(=O)c2cc3ccccc3oc2=O)C2C=CS(=O)(=O)C2)cc1 (stereo unspecified),11%,11%,x,-7%,2%,-1%,-2%,6%
CCOC(=O)CN(Cc1ccccc1)C(C(=O)NC1CCCCC1)c1ccccc1 (stereo unspecified),-9%,4%,x,x,x,-18%,-2%,5%
Cc1ccc(NC(=O)CSc2nccn2C2CCCC2)cc1,-1%,-1%,x,x,x,1%,3%,-1%
Cc1ccc2onc(CC(=O)N3CCN(c4ccccc4F)CC3)c2c1,6%,1%,x,x,x,3%,6%,3%
Cn1c(=O)c2c(nc(SCc3nc(N)nc(N4CCCCC4)n3)n2C)n(C)c1=O,-4%,-7%,x,-3%,4%,-4%,0%,0%
CN1C(=O)c2ccc(NC(=O)c3cccc(N4C(=O)CCC4=O)c3)cc2C1=O,2%,-8%,-22%,i,-8%[2.29 µM],6%,-4%,3%
COc1cccc(-c2nnn(CC(=O)Nc3cc(OC)c(NC(=O)c4ccco4)cc3OC)n2)c1,-24%,1%,1%,i,x,4%,-8%,4%
Cc1ccc(CNC(=O)Cn2c(=O)n(-c3ccc(C)c(F)c3)c(=O)c3sc4ccccc4c32)cc1,6%,-15%,x,x,x,9%,-1%,10%
Cc1cccc(NC(=O)CN2C(=O)S/C(=C\c3ccccn3)C2=O)c1,-2%,-2%,-129%[inhibitor],20%,9%,13%,0%,0%
CN=C(c1ccco1)n1c(=S)nc(-c2ccco2)n(C)c1=S,-22%,u,-18%,-3%,-14%,28µM*,-4%,-7%
O=C(CN1C(=O)CCSc2ccccc21)Nc1ccc(F)cc1,6%,2%,-10%,-6%,-6%[11.4 µM],2%,-7%,4%
COCCCNc1nc2c(-c3cccc(C(F)(F)F)c3)nnn2c2ccccc12,-8%,-12%,-26%,-2%,x,-3%,1%,-2%
CSc1nc2n(n1)C(C)C1=C(CCCC1=O)N2 (stereo unspecified),-2%,-6%,x,0%,9%,-1%,-1%,-4%
COc1ccc(NC(=O)N(Cc2cc3cc(C)ccc3[nH]c2=O)CC2CCCO2)cc1 (stereo unspecified),-1%,3%,5%[10 µM],2%,x,x,0%,4%
Cc1ccc(NC(=O)Nc2ccc3nc(N4CCN(C)CC4)cc(C)c3c2)cc1C,4.5µM*[quencher],3%,x,x,x,8.9µM*,-18%,-4%
O=C(NCCCN1CCN(c2ccccc2F)CC1)c1ccc2nc(CCc3ccccc3)oc2c1,-16%,1%,x,x,x,u,-21%,9%
CCOC(=O)c1c(NC(=O)CSc2nc(-c3ccc(OC)cc3)cc(C(F)(F)F)n2)sc(C)c1C,-18%,u,x,x,x,u,2%,-1%

# Full records, looked up by structure.
# Cc1ccc(CNC(=O)Cn2c(=O)n(-c3ccc(C)c(F)c3)c(=O)c3sc4ccccc4c32)cc1 as listed: Tau fluor counter: 6%; Tau FP inhib: -15%; HTT ATP protect: x; RECQ1 inh: x; L3MBTL1 block: x; Tau fibril ThT: 9%; TexasRed fluor: -1%; TRb-SRC2 inh: 10%
# C=C(C)C1Cc2c(C)nn(-c3nc(C)cc(C)n3)c2C1 (stereo unspecified) as listed: Tau fluor counter: -7%; Tau FP inhib: -4%; HTT ATP protect: -51%[inhibitor]; RECQ1 inh: -3%; L3MBTL1 block: -3%; Tau fibril ThT: -15%; TexasRed fluor: 1%; TRb-SRC2 inh: -13%

# (next part)
SMILES,Tau fluor counter,Tau FP inhib,HTT ATP protect,RECQ1 inh,L3MBTL1 block,Tau fibril ThT,TexasRed fluor,TRb-SRC2 inh
CC1(C)CC(=O)C(C(N)=NC(=O)c2ccc([N+](=O)[O-])cc2)=C(O)C1,-6%,2%,-33%[inhibitor],-3%,x,-4%,1%,-3%
CN(C)S(=O)(=O)c1ccc(Cl)c(C(=O)Nc2ccccc2[N+](=O)[O-])c1,-7%,10%,16%[10 µM],-3%,0%,-8%,1%,3%
Cn1c(-c2cccc(Br)c2)cnc1NCc1cccnc1,-17%,3%,-18%[10 µM],-9%,-4%,-17%,-6%,-2%
COCCNC(=S)NCc1cccs1,0%,3%,4%,i,6%,0%,-1%,11%
COCCn1c(SCC(=O)N2CCCc3ccccc32)nc2ccccc2c1=O,-11%,2%,-14%,-8%,-7%,u,1%,8%
N#Cc1nc(-c2ccc(F)cc2)oc1NCc1ccccc1,-21%,8%,-15%,-3%,x,-6%,2%,7%
C[C@H](C(=O)C=[N+]=[N-])N1C(=O)c2ccccc2C1=O,1%,3%,9%[0.074 µM],-6%,0%,1%,-6%,-2%
O=C(CSc1cccc[n+]1[O-])Nc1cc2c(cc1Cl)C(=O)c1ccccc1C2=O,-19%,9%,16%[10 µM],-6%,12%,u,-6%,6%
O=C(N/N=C/c1cc2ccccc2nc1Cl)[C@H]1C[C@@H]1c1ccccc1,-5%,-7%,x,1%,u,2%,-2%,0%
COc1ccc(NC(=O)CSc2c3c(nc4ccccc24)CCCC3)c(OC)c1,-11%,6%,-5%[10 µM],7%,-5%,u,1%,11%
O=C(C[n+]1ccc(/C=N/O)cc1)NC1CCCCC1,-9%,-5%,-24%,-6%,x,-5%,-1%,4%
O=C(c1nc2nc(-c3ccc(Cl)cc3)cc(C(F)(F)F)n2n1)N1CCOCC1,-1%,3%,-10%,i,8%,0%,-4%,-1%
O=C(NCC(c1ccc2c(c1)OCO2)N1CCOCC1)C(=O)Nc1ccc(Cl)cc1 (stereo unspecified),-16%,-6%,x,x,x,u,-2%,-7%
COc1ccccc1C(=O)Oc1c(Sc2ccccc2)c(C)nn1-c1ccccc1,-15%,-14%,x,x,x,u,-2%,1%
CC1=Nn2c(nnc2C2CCCCC2)SC1,-7%,-3%,-5%,-7%,-3%,-6%,0%,11%

# Screens (PubChem)
